# IL2 activator: activators of IL-2 | IL-2 activation reporter assay, cell-based qHTS; stimulated with anti-CD3/CD4/CD28 beads; in transgenic mouse T cells | activation, % (series mostly up to about 46 µM) | 0.065% of 360,000 active | AID 652025; in the data active = activation above about 50%; inconclusive = mostly about 30% to 49%; note: 0% is about no effect
#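 EGFP and DsRed fluorescence is measured by plate cytometry in unstimulated transgenic mouse T cells exposed to compound for 60 minutes, then stimulated 18 hours at 37 degrees C with anti-CD3/anti-CD4 beads plus anti-CD28.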
# PI5P4K alpha inh: PI5P4K alpha (human) kinase inhibition. max response, %. PI5P4Kalpha enzyme, ADP-Glo luminescence, 60 min; active compounds read low. 1.2% of 330,000 active; active = max response of -50% or lower; inconclusive = between -30% and -50%; inactive = -30% or higher; note: value at the top dose of about 77 µM; % is set by controls: 0 for no effect and ±100 for the full control effect
#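 Controls without substrate or without enzyme flank wells where PI5P4Kalpha converts substrate using 5 microM ATP (final). Incubation lasts 60 minutes at room temperature; ADP formed is read by ADP-Glo luminescence.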
# EPAC1 ag: agonists of human EPAC1; O95398; EPAC1 agonist qHTS, biochemical assay; response scale: 100% = response to 6.5 mM cAMP; Potency, µM (series often up to 154 µM), inactives show at the top dose activation, usual class: activators; 0.073% of 360,000 active; AID 720707; note: potency is the fitted concentration of half-maximal effect; nearly all actives have a fitted effect of over 60% in size
#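 Multi-concentration qHTS readout: loss of Rap1B-bound BODIPY-GDP fluorescence driven by 100 nM EPAC1 with excess GDP (50 uM), monitored kinetically at room temperature; agonist response expressed relative to 6.5 mM cAMP.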
# GLP1R inv ag: inverse agonists of human GLP-1 receptor; 1.6% of 410,000 active; HEK293 GLP-1R CRE-luciferase, luminescence, 24 h; GLP-1R form is constitutively active; Potency, µM (doses to about 38.3 µM), without a hit: top-dose activity change, negative = inhibition, hits mostly inhibitors; note: potency is the fitted concentration of half-maximal effect; % is set by controls: 0 for no effect and ±100 for the full control effect; nearly all actives have a fitted effect of over 55% in size
# Target sequence (P43220 whole entry, looked up): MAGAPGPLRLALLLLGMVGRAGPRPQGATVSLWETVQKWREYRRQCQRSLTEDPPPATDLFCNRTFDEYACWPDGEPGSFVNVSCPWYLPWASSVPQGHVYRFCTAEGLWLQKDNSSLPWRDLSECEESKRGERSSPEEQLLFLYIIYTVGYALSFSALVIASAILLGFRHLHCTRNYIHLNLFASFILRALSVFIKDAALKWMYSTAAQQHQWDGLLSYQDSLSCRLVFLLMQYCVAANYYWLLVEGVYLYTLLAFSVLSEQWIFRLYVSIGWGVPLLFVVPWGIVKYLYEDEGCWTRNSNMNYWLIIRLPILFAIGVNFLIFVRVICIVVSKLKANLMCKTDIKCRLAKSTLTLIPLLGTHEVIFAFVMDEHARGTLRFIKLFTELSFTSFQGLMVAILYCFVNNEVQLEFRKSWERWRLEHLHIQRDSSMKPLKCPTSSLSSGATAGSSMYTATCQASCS
#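 Inverse agonists were sought by their lowering of basal cAMP reporter luciferase output in HEK293 cells stably carrying constitutively active human GLP-1R, after 24 h compound treatment.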
# GLP-1R agonist: GLP-1 receptor (human) agonism; P43220; HEK293 GLP-1R CRE-luciferase, luminescence, 4-6 h; cells express a hypersensitive GLP-1R form; Potency, µM (series often up to 45.6 µM), inactives show at the top dose activation, usual class: activators; 0.007% of 380,000 active; AID 624172; note: potency is the fitted concentration of half-maximal effect; % of control where 0% means no effect
# HEK293 tox: cytotoxicity in counter-screen for GLP-1R inverse agonists; HEK293 cAMP-luciferase reporter cells, luminescence, 24 h; AID 624418; Potency, µM (series often up to 38.3 µM), without a hit: at the highest dose activity change, negative = inhibition, actives largely listed as inhibitors; 0.13% of 410,000 active;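 note: loss of luciferase light is scored as toxicity; potency is the fitted concentration of half-maximal effect; % is set by controls: 0 for no effect and ±100 for the full control effect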
#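 Step one: seed cells (200 cells/uL, DMEM with 10% Nu serum, 1% pen-strep). Step two: 12-hour incubation at 37 deg C. Step three: pin 23 nL compound, incubate 24 hr. Step four: add luciferase reagent, read luminescence 12 min later.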
# PLK1 PBD block: PLK1 (human) polo-box domain binding inhibition; P53350; Plk1 PBD binding of FITC phosphopeptide, fluorescence polarization; Potency, µM, for the others: max response, negative = inhibition, usual class: inhibitors; 2.8% of 360,000 active; note: potency is the fitted concentration of half-maximal effect; series mostly up to about 57 µM; % is set by controls: 0 for no effect and ±100 for the full control effect; nearly all actives have a fitted effect of over 65% in size
# PTHR1 agonist: activates the human parathyroid hormone receptor PTHR1; HEK293 GP2 PTHR1 cells, GloSensor cAMP luminescence, 1 h; Potency, µM (top dose mostly 115 µM), inactives show at the highest dose activation, hits mostly activators; 0.075% of 410,000 active; note: potency is the fitted concentration of half-maximal effect; nearly all actives have a fitted effect of over 55% in size; some results filed as inactive show a strong effect at the top dose; inactives centre near -15; many of its hits are not listed in these tables
# Target sequence (Q03431 whole entry, looked up): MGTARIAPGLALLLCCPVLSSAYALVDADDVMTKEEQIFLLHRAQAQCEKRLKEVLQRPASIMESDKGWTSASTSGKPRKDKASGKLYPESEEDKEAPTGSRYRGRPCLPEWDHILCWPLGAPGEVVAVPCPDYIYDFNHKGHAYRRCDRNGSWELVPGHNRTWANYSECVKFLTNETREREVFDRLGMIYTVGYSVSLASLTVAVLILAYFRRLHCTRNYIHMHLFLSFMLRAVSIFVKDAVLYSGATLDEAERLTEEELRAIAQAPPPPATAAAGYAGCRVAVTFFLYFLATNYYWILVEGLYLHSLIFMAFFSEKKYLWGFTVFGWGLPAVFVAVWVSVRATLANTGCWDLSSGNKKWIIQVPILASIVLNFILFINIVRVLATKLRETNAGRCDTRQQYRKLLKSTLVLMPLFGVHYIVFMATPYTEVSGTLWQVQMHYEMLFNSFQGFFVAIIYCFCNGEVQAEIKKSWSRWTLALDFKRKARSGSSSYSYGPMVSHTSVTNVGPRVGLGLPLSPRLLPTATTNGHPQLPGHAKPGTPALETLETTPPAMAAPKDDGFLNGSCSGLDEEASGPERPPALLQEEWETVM
#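 HEK-293-derived GP2 cells expressing PTHR1 and a GloSensor cAMP reporter, 3,000/well, plated overnight, given luciferin plus IBMX (each 0.5 mM as added) for 1 h at 37 °C, then compound for 1 h at 37 °C. Luminescence was read after 15 min at room temperature.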
# EPAC1 antag: antagonists of human EPAC1. Potency, µM (titrated, usually from 115 µM), without a hit: top-dose activity change, negative = inhibition, actives largely listed as inhibitors. 0.14% of 360,000 active. EPAC1 GEF assay, Rap1b-BODIPY-GDP exchange fluorescence. O95398;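 note: potency is the fitted concentration of half-maximal effect; plate controls were vehicle for no effect and positive control for full effect; nearly all actives have a fitted effect of over 50% in size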
# The depositor's hits bear a star; i = inactive; ? = inconclusive; . = not tested or not shown; & = joins results of further samples; [ ] = another dose, or the depositor's remark. Unless noted, calls come from the whole dose curve; as a rule, active = well fitted curve in the direction sought with a large enough effect; inconclusive = small, poorly fitted or top-dose-only effect, or another doubt; inactive = no such curve, though single readings can be large; an effect the other way counts as inactive or inconclusive. Some of the compounds tested; count on the stated rates, not on these rows.
SMILES,IL2 activator,PI5P4K alpha inh,EPAC1 ag,GLP1R inv ag,GLP-1R agonist,HEK293 tox,PLK1 PBD block,PTHR1 agonist,EPAC1 antag
S=C(c1ccc(-c2cccc(Cl)c2)o1)N1CCCCC1,-2.0,0,17%,?,15%,-2%,?,-23%,?
O=C(NCc1ccccc1Cl)c1ccc(CSc2nc3ccncc3[nH]2)cc1,-2.9,1,-2%,10µM*,8%,-4%,-3%,-10%,?
O=c1cc(CNc2ccc(Br)cc2)nc2sccn12,-0.4,-7,11%,9%,0%,11%,0%,-4%,3%
CCn1cc(Cl)c(C(=O)Nc2cccc(C(F)(F)F)c2)n1,-3.4,-4,-6%,5%,8%,-4%,?,-31%[inhibitor],5%
O=C(NCc1ccc(F)cc1)c1cnn2ccccc12,0.5,-2,-2%,?,0%,13%,-12%,-32%[inhibitor],-17%
COc1ccc(CCNC(=O)C23CN(Cc4ccccc4)CC2C(c2ccc([N+](=O)[O-])cc2)=NO3)cc1 (stereo not drawn),0.6,-3,0%,-26%,0%,1%,1%,i,-5%
O=C(CN1CCN(S(=O)(=O)c2ccccc2)CC1)NC(=O)NCc1ccco1,-2.2,-15,7%,-17%,9%,8%,1%,i,-3%
CCNc1ccc(C(=O)OCC)cc1NC(=O)c1cccc(S(=O)(=O)N(C)c2ccccc2)c1,-2.9,3,2%,?,-12%,-10%,4%,i,-6%
CN(CCO)C1=NS(=O)(=O)c2cc([N+](=O)[O-])ccc21,0.2,-3,8%,0%,2%,-8%,-3%,i,24%
Cc1ccc(S(=O)(=O)N2CCOCC2)cc1C(=O)OC1CCOC1=O (stereo not drawn),-2.0,-2,1%,17%,-6%,11%,-7%,-25%,19%
CC(C)C#Cc1ccc2c(c1)O[C@@H](CN(C)C(=O)c1cnccn1)[C@@H](C)CN([C@@H](C)CO)S2(=O)=O,0.3,7,-11%,16%,4%,-3%,-2%,-21%,17%
CN(C(=O)COC(=O)c1ccc(Cl)c(S(=O)(=O)N2CCCCCC2)c1)C1CCS(=O)(=O)C1 (stereo not drawn),0.9,2,11%,-5%,20%,-16%,-6%,-35%[inhibitor],0%
CCOC(=O)c1sc2ncc([N+](=O)[O-])cc2c1N,-0.7,6,-3%,21%,-5%,-17%,2%,i,6%
O=C(N/N=C/c1ccc2c(c1)OCO2)c1cccs1,-2.0,-2,-4%,9%,20%,23%,-8%,-26%,-11%
N#CCCn1c(SCC(=O)N2CCN(S(=O)(=O)c3ccccc3)CC2)nc2ccccc21,-0.1,1,-3%,-14%,-3%,-10%,-9%,i,4%
Cc1nc(SCC(=O)NCCN2C(=O)CSC2=O)nc(C)c1C,-3.5,0,11%,-7%,-8%,12%,-13%,-21%,6%
COc1ccc(-c2cn(-c3ccc(C)cc3C)c(=O)[nH]2)cc1OC,-0.2,-3,-9%,8%,3%,-2%,-23%,-25%,-18%
O=C(NCC1CCCO1)c1cc(S(=O)(=O)N2CCOCC2)c(Cl)cc1Cl (stereo not drawn),0.0,1,9%,-12%,-1%,7%,-2%,-14%,-24%
O=C1OC2(c3ccccc31)c1ccccc1-c1ccccc12,-0.7,-2,26%,?,-8%,0%,-4%,-32%[inhibitor],-23%
COc1ccc(CNc2nnnn2C)cc1,0.6,-7,-6%,15%,-3%,-2%,-13%,i,8%
CCOC(=O)c1cccc(NC(=O)c2ccc3c(c2)C(=O)N(CC2CCCO2)C3=O)c1 (stereo not drawn),-2.6,4,9%,1%,-1%,4%,-12%,-13%,6%
O=C(OC1CCOC1=O)c1ccc(CO)cc1 (stereo not drawn),1.4,-1,2%,12%,6%,-4%,-1%,i,-4%
CCOCC(=O)NCc1ccc2c(c1)cc(C)n2C,0.5,-3,-9%,13%,-3%,?,-22%,3%,-25%
C/C(=N\c1nc2ccccc2n1C)c1cc(Cl)ccc1O,0.9,-7,3%,-2%,-1%,-5%,-6%,-25%[57.5 µM],16%

# Given with values under each structure: part of the list above.
# Every second line gives: IL2 activator	PI5P4K alpha inh	EPAC1 ag	GLP1R inv ag	GLP-1R agonist	HEK293 tox	PLK1 PBD block	PTHR1 agonist	EPAC1 antag
CCOC(=O)c1cccc(NC(=O)c2ccc3c(c2)C(=O)N(CC2CCCO2)C3=O)c1 (stereo not drawn)
  -2.6	4	9%	1%	-1%	4%	-12%	-13%	6%
CCn1cc(Cl)c(C(=O)Nc2cccc(C(F)(F)F)c2)n1
  -3.4	-4	-6%	5%	8%	-4%	?	-31%[inhibitor]	5%

# (next part)
SMILES,IL2 activator,PI5P4K alpha inh,EPAC1 ag,GLP1R inv ag,GLP-1R agonist,HEK293 tox,PLK1 PBD block,PTHR1 agonist,EPAC1 antag
O=C(Oc1ccc(-c2ccccc2)cc1)N1CCOCC1,-0.3,.,5%,0%,3%,1%,-8%,-26%,-2%
COc1cccc(C2SCC(=O)N2c2ccc(C)cc2)c1OC (stereo not drawn),-0.2,-5,-21%,8%,-4%,26%,2%,-67%[inhibitor],-6%
Cc1ccc(CNC(=O)CCNC(=O)c2ccc(Br)o2)cc1,-2.7,.,9%,11%,-17%,3%,-8%,-17%[57.5 µM],14%
CC1CCN(S(=O)(=O)c2ccc3c(c2)N(CC(=O)NCCCN2CCCCC2)C(=O)CS3)CC1,-2.8,-2,6%,?,-2%,-1%&-13%,-13%,-30%&-17%[inhibitor],7%
COc1ccccc1NC(=O)CN(C)S(=O)(=O)c1cc(C)ccc1OC,0.3,.,6%,1%,8%,-17%,-19%,i,-6%
C(=N\C(/N=C/c1ccco1)c1ccco1)/c1ccco1,0.4,?,10%,46%[activator],2%,5%,-7%,-3%,-10%
CC(=O)c1ccc(NC(=S)NC(C)CCc2ccccc2)cc1 (stereo not drawn),-0.3,-2,9%,?,0%,-5%,-10%,-1%,-31%
O=C(CS(=O)c1ccc(F)cc1)Nc1ccccc1Cl (stereo not drawn),0.5,-1,2%,-13%[7.66 µM],2%,-6%[7.66 µM],-9%,i,-10%
Cn1c(N2CCN(C(=O)Nc3ccc(C(F)(F)F)cc3)CC2)nc2ccccc21,1.2,?,1%,?,4%,-12%,11µM*,-20%[57.5 µM],-8%
CCc1nnc(NC(=O)CSc2ncc(-c3ccccc3)n2CC)s1,-1.1,-3,-3%,-11%,6%,-3%,-5%,i,0%
CCNS(=O)(=O)c1ccc(CCC(=O)N2CCC(C)CC2)cc1,0.1,-5,-9%,10%,-6%,8%,2%,-15%,19%
NS(=O)(=O)c1ccc(CCNC(=O)CNC(=O)c2ccc(Br)o2)cc1,2.2,-5,14%,-1%,-1%,4%,-16%,16%,-17%
CC1Cc2ccccc2N1S(=O)(=O)c1cccc(C(=O)NC2CC2)c1 (stereo not drawn),-0.3,-2,-4%,?,-3%,-14%,-2%,i,9%
CCOC(=O)CNC(=O)/C=C/c1ccc2c(c1)OCO2,0.2,6,5%,15%[7.66 µM],8%,9%[7.66 µM],-10%,i,3%
Cc1cc(C)c(OCCCn2ccnc2)c(C)c1,0.4,-5,13%,7%,2%,-1%,-1%,i,16%
CC1(C(=O)NS(=O)(=O)c2ccc(Cl)cc2)CCN1C(=O)CCC1CCCC1 (stereo not drawn),0.5,6,1%,-1%,-2%,-3%,1%,-16%,-2%
CC12CCC(C(=O)Nc3cc(Cl)ccc3Cl)(C(Br)C1=O)C2(C)C (stereo not drawn),-0.6,0,9%,?,0%,17%,-19%,i,?
CCCCc1c(C)nc2c(-c3ccc(OC)cc3)c(C)[nH]n2c1=O,.,.,.,-4%,1%,-15%,.,-17%,.
Nn1c(Cc2ccc(Br)cc2)n[nH]c1=S,-1.7,-19,-3%,62%[activator],8%,3%,12µM*,i,-8%
CCc1ccccc1NC(=S)N(CCCN1CCOCC1)Cc1cccs1,-4.8,17,7%,?,10%,7%,2%,i,3%
O=c1n(-c2ccccc2)c(=O)n2n1CC(O)C2,-3.1,-9,-7%,9%,-2%,6%,-7%,-3%,20%
COC(=O)[C@]12CCCCC=C1N(CCc1ccc(OC)c(OC)c1)C(=O)[C@H](CC(=O)N1CCC(c3ccccc3)CC1)C2,-0.6,4,6%,?,.,?,0%,-34%,-8%
Cc1ccc(S(=O)(=O)/N=C2/NC(=O)/C(=C/c3ccc(Br)o3)S2)cc1,0.5,-27,-2%,28%,4%,9%,?,-72%[inhibitor],-15%
O=C(CSc1nc2ccccc2o1)Nc1nc(-c2ccccc2)cs1,-2.7,9,18%,?,-3%,-25%,-14%,-18%,-2%
COC(=O)c1cn(NC(=O)c2cc(OC)c(OC)c(OC)c2)c(=O)c2ccccc12,-1.2,.,-1%,-1%,11%,18%,-7%,-5%,-1%

# Filtered by structure, the compounds so far with two or more sulfur atoms
SMILES,IL2 activator,PI5P4K alpha inh,EPAC1 ag,GLP1R inv ag,GLP-1R agonist,HEK293 tox,PLK1 PBD block,PTHR1 agonist,EPAC1 antag
CN(C(=O)COC(=O)c1ccc(Cl)c(S(=O)(=O)N2CCCCCC2)c1)C1CCS(=O)(=O)C1 (stereo not drawn),0.9,2,11%,-5%,20%,-16%,-6%,-35%[inhibitor],0%
N#CCCn1c(SCC(=O)N2CCN(S(=O)(=O)c3ccccc3)CC2)nc2ccccc21,-0.1,1,-3%,-14%,-3%,-10%,-9%,i,4%
Cc1nc(SCC(=O)NCCN2C(=O)CSC2=O)nc(C)c1C,-3.5,0,11%,-7%,-8%,12%,-13%,-21%,6%
CC1CCN(S(=O)(=O)c2ccc3c(c2)N(CC(=O)NCCCN2CCCCC2)C(=O)CS3)CC1,-2.8,-2,6%,?,-2%,-1%&-13%,-13%,-30%&-17%[inhibitor],7%
CCc1nnc(NC(=O)CSc2ncc(-c3ccccc3)n2CC)s1,-1.1,-3,-3%,-11%,6%,-3%,-5%,i,0%
CCc1ccccc1NC(=S)N(CCCN1CCOCC1)Cc1cccs1,-4.8,17,7%,?,10%,7%,2%,i,3%
Cc1ccc(S(=O)(=O)/N=C2/NC(=O)/C(=C/c3ccc(Br)o3)S2)cc1,0.5,-27,-2%,28%,4%,9%,?,-72%[inhibitor],-15%
O=C(CSc1nc2ccccc2o1)Nc1nc(-c2ccccc2)cs1,-2.7,9,18%,?,-3%,-25%,-14%,-18%,-2%
